# High-throughput results as filed in PubChem BioAssay.
# PfHsp90 yeast 2 = growth inhibition of yeast expressing Plasmodium Hsp90; AID 504621; inhibition, % at 9.4 µM; S. cerevisiae expressing PfHsp90, BacTiter-Glo ATP, 48 h; yeast lacking PDR1 and PDR3 efflux regulators; hit rate 0.32% among 310,000;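 active means every replicate shows inhibition above about 80%, whatever the replicate mean, limit read from the data; inconclusive means mean inhibition reaches the set limit but some replicate falls short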;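 further: 0% = DMSO neutral controls and 100% = 20 µM radicicol positive controls; yeast relying on Plasmodium falciparum Hsp90 in place of its own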
# CAL PDZ inh = blocks peptide binding to human CAL PDZ domain. purified CAL PDZ, TMR-peptide fluorescence polarization, 1 h. Q9HD26. hit rate 0.02% among 330,000. inhibition, % at 20 µM;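 active means highest replicate inhibition of at least 40%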;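 further: plate controls were DMSO neutral control wells for no effect and unlabeled competitor peptide control wells for full effect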
#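 Test system: tagged CAL PDZ domain / Buffer or medium: sodium phosphate/NaCl buffer pH 7.4 with TCEP, IgG, Thesit / Reagent: TMR-labelled reporter peptide T*-PRC34 bound in PDZ groove / Compound dosing: single point, 20 µM / Schedule: 1 h incubation at room temperature before polarization reading / Technique: fluorescence polarization (mP) / Benchmarks: unlabelled peptide, DMSO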
# phage Ecoli inh = E. coli growth loss with phage present | growth absorbance | inhibition, % at 11.9 µM | hit rate 0.26% among 360,000 | AID 651602; in the data active means inhibition above about 11%
# Rtt109 Vps75 = C. albicans Rtt109 histone acetyltransferase inhibition; Q5AAJ8; hit rate 0.16% among 330,000; inhibition, % at 34.9 µM; purified Rtt109/Vps75, ThioGlo CoA-SH fluorescence, 4 h;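 active means inhibition of at least 50% in every replicate; inconclusive means best replicate reaches 50% inhibition but some replicates fall short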
# Target sequence (Q5AAJ8 whole entry, looked up): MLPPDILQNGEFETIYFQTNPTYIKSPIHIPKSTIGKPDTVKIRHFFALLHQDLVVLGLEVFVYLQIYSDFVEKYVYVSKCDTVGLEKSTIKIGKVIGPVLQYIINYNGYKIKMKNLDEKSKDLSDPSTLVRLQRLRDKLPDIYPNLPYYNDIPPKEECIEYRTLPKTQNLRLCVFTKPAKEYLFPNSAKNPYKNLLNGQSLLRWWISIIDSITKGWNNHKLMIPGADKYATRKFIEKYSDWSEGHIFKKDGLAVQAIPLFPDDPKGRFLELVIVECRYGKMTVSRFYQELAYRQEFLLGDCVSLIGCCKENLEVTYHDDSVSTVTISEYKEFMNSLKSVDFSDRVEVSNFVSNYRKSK
# Wnt bcat act = Wnt/beta-catenin pathway activation; activation, % at 9.35 µM; hit rate 1.2% among 300,000; Wnt/beta-catenin reporter cell assay, activator, plate reader; in the data active means activation above about 30%, passing the limit was not always enough; inconclusive means no clear call, values can overlap the other calls;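 further: 0% = neutral control wells and 100% = positive control wells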
# E coli growth = reduces bacterial viability in AddAB counter-screen; E. coli V3065 growth, OD600 absorbance, 18 h; inhibition, % at 11.9 µM; hit rate 0.27% among 330,000;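 active means inhibition above the campaign's mean inhibition across all tested compounds plus 3 SD, cut at about 9.9% in these data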;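 further: uninfected addAB+ strain grown without phage in ampicillin broth; 0% = DMSO wells and 100% = ciprofloxacin 0.95 µg/ml wells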
# AddAB inh = less growth of phage-infected E. coli with AddAB; E. coli expressing H. pylori AddAB, absorbance growth; inhibition, % at 11.9 µM; hit rate 0.29% among 330,000; AID 435030; in the data active means inhibition above about 12%;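 further: 0% = vehicle wells of infected cells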
# Tat transport = inhibitors of E. coli Tat protein transport | E. coli MC4100 TorA-mCherry Tat export, fluorescence | inhibition, % at 10 µM | hit rate 0.036% among 340,000;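 active means mean replicate inhibition at least 50% and at least half of replicates individually reaching 50%; inconclusive means only one of the two criteria met; inactive means neither criterion met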;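 further: exported cargo escapes ClpAP degradation while cytoplasmic cargo is degraded and loses fluorescence; 0% = median of neutral control wells and 100% = median of NaSCN control wells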
# DAGLB inhibitor = diacylglycerol lipase beta (human) inhibition; inhibition, % at 5.17 µM; AID 504411; hit rate 0.059% among 340,000; Q8NCG7; HEK293T DAGLB membrane lysate, EnzChek fluorogenic substrate; in the data active means inhibition above about 34%;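 further: 0% = enzyme with vehicle and 100% = wells lacking enzyme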
# Target sequence (Q8NCG7 whole entry, looked up): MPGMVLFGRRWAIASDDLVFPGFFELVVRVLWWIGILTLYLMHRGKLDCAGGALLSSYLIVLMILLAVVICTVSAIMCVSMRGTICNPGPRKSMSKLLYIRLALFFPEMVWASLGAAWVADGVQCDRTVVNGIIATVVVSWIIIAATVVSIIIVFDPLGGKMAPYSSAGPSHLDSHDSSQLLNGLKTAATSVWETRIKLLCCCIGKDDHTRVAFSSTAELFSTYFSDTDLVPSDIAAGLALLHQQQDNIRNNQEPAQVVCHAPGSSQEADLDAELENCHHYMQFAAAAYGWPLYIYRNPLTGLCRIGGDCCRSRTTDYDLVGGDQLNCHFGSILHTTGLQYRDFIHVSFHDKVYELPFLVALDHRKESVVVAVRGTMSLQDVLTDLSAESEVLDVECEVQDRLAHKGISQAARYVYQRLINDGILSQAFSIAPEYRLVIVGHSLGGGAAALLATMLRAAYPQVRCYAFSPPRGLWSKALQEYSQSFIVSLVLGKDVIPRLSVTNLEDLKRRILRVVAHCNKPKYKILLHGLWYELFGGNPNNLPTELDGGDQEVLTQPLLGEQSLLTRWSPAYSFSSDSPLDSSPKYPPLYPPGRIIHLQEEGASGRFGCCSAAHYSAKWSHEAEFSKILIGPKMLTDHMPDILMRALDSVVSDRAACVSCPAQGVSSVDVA
# PvdQ inh = blocks Pseudomonas aeruginosa PvdQ acylase activity; inhibition, % at 10 µM; AID 488965; hit rate 0.063% among 340,000; purified PvdQ acylase, fluorescence plate reader; in the data active means inhibition above about 30%, passing the limit was not always enough; inconclusive means no clear call, values can overlap the other calls;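 further: 0% = vehicle neutral wells and 100% = reference inhibitor wells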
# An asterisk follows results filed as active; ? = inconclusive; . = no result given.
SMILES,PfHsp90 yeast 2,CAL PDZ inh,phage Ecoli inh,Rtt109 Vps75,Wnt bcat act,E coli growth,AddAB inh,Tat transport,DAGLB inhibitor,PvdQ inh
CCC(=O)N1CCN(c2nc(CC)nc3sc4c(c23)CCCC4)CC1,16,-0.8,-1.4,8,0,-3.9,-0.5,7,-1,5
COCCCNC(=O)CCC(=O)NNc1nc2ccccc2c2nc(C)nn12,.,-1.1,3.6,-4,0,-0.3,1.5,-3,1,-2
O=C(CSc1nnnn1C1CC1)N1CCN(c2ccc(O)cc2)CC1,.,0.4,1.5,-9,9,-0.9,0.2,2,2,-18
N#Cc1c(N)nc2c(c1N)CC(C(F)(F)F)O2 (stereo unspecified),-32,5.1,4.7,14,-1,2.4,2.4,0,-1,-12
CCOc1ccc(NC(=O)CCS(=O)(=O)c2cccc3nsnc23)cc1,64,-1.5,1.7,0,6,-1.1,1.6,0,-3,-17
CN1c2ccccc2C(O)=C(C(=S)Nc2ccc(Cl)cc2)S1(=O)=O,.,-0.2,0.8,20,.,-1.3,3.0,-1,13,-1
COc1ccc(C(=O)Nc2ccc3[nH]ccc3c2)cc1OC,3,0.4,-1.2,-2,7,1.2,2.1,-3,1,-13
CC(=O)C(Sc1nc(NC(C)(C)C)nc(N(C)C)n1)C(C)=O,18,-3.1,2.4,8,6,-2.7,-0.5,-1,-9,-10
CCCCNC(=O)c1cc2c(=O)n3cccc(C)c3nc2n(CCN2CCOCC2)c1=N,-31,0.8,0.1,-355,.,-0.7,1.1,1,0,-7
CC1(C)CC2CC(C)(CN2/C=N/c2sc3c(c2C#N)CC(C)(C)NC3(C)C)C1 (stereo unspecified),.,.,-0.7,.,14,-3.5,-0.2,.,.,.
CCNC(=S)N(Cc1ccc2c(c1)OCO2)C1CC(=O)N(c2ccc(F)cc2)C1=O (stereo unspecified),.,0.7,0.0,-4,.,-1.2,2.6,9,-3,-7
Nc1ccnc(C(F)(F)F)c1C(=O)c1ccccc1,2,-0.2,2.4,-5,.,-1.0,1.8,-5,0,2
CC(C)NC(=O)c1ccccc1NC(=O)CCc1ccccc1,32,0.3,2.3,11,-1,-1.5,-0.2,7,2,2
CC1(C)CC(=O)C(C=NCC2CCN(C(=S)Nc3cccc(Cl)c3)CC2)=C(O)C1,.,-0.8,-1.3,-2,-2,-0.1,2.2,4,0,1
COCCN(C(=O)COC(=O)CCc1ccccc1OC)c1c(N)n(Cc2ccccc2)c(=O)[nH]c1=O,16,-2.7,-1.5,-3,-3,4.5,0.2,13,0,-17
O=S(=O)(c1cccc(-c2csc(-c3ccccc3)n2)c1)N1CCOCC1,-3,-1.1,2.5,2,8,0.0,3.9,16,-3,-10
Oc1ccccc1C1=Nc2ncnn2C(c2ccccc2)C1 (stereo unspecified),1,-3.0,2.8,-3,-3,0.9,2.3,-1,-3,4
CC(=O)c1ccc(NC(=O)COC(=O)c2c[nH]c3ccccc23)cc1,-17,-2.0,1.1,-1,3,-1.8,-0.1,4,1,-7
COc1ccc(C2CC(c3cccc(Cl)c3)n3nc(N)nc3N2)cc1 (stereo unspecified),15,-3.9,2.6,-13,-1,-1.4,3.2,2,1,-17
Cc1cc(C)cc(OCc2nnc(SCC(=O)OC3CCCCC3)o2)c1,.,-0.4,0.3,7,-2,0.9,1.5,7,-12,-13
CC1CN(S(=O)(=O)c2ccc(NC(=O)CCN3C(=O)c4ccccc4C3=O)cc2)CC(C)O1 (stereo unspecified),-9,-0.3,3.9,5,.,-2.6,-2.8,-8,2,-4
N#Cc1cccc(NC(=O)C2SC(=Nc3ccccc3)C(C(=O)N3CCOCC3)=C2N)c1 (stereo unspecified),-31,-2.7,2.1,0,.,0.1,-0.4,-1,3,-9
COC(=O)c1ccc(CSc2nc3ccc(S(=O)(=O)N4CCOCC4)cc3[nH]2)cc1,-2,-1.7,0.0,2,-2,1.7,3.2,1,-1,-12
O=S(=O)(NC1CCCC1)c1cc(F)ccc1F,-14,1.1,0.2,7,-2,-0.4,0.4,?,-4,9
CCn1nc(C)cc1C(=O)N1CCCC(CCC(=O)NCc2ccccc2F)C1 (stereo unspecified),-7,-0.8,-0.3,-5,0,0.2,-1.2,-2,-2,-13
Nc1cccc(-c2nc3ccc(C(=O)c4ccccc4)cc3[nH]2)c1,3,-5.8,2.1,0,11,1.1,5.1,-3,-1,-12
Cc1ccc(SCC(=O)OCC(=O)NCCC2=CCCCC2)cc1,2,-2.1,0.1,-10,-1,0.1,3.1,-6,-3,-10
CCOc1ccc(CCNC(=O)CCn2nc(C)c3c(C)n(-c4ccccc4)nc3c2=O)cc1,23,-0.8,-2.8,3,1,0.4,2.9,0,3,-13
COC(=O)c1ccccc1NC(=O)C1CC(=O)N(c2ccccc2)C1 (stereo unspecified),.,-1.4,0.6,-2,.,-3.6,-0.3,-5,-1,-13
O=c1cc(-c2cccc(F)c2)oc2ccccc12,.,-0.3,2.3,6,-1,.,.,-2,-1,-10
CC(=O)Nc1ccc(S(=O)(=O)NCC(=O)OCc2ccccc2)cc1,-11,-3.5,2.2,2,-1,1.2,2.0,0,0,-13
Cn1c(=O)c2ccccc2n(Cc2ccccc2F)c1=O,-11,-1.0,1.5,7,.,-0.9,-0.6,5,-1,-5
CCCCN(C)C(=O)C1CCN(Cc2cccc(OCc3ccccc3)c2)CC1,-5,-0.5,0.4,0,-2,-0.4,1.0,3,-3,-16
O=C(N/N=C\c1cc2c(cc1Cl)OCO2)c1ccc(Br)s1,5,-1.0,-1.3,22,-4,0.6,-1.1,3,-1,6
Cc1cc(C(=O)CSc2nnnn2-c2ccc(O)cc2)c(C)n1C,-28,-0.9,3.2,-8,4,-0.7,-0.7,-5,-2,13
C=C(C)CN(CC)C(=O)CC1C(=O)NCCN1CC(C)(C)C (stereo unspecified),0,-2.1,-0.3,-8,1,3.3,-0.3,1,2,4
CC(=O)c1ccccc1NC(=O)COC(=O)/C=C/c1ccc(C)o1,14,7.1,-1.1,-7,9,-0.7,-0.3,0,-17,-12
COc1ccc(S(=O)(=O)N(C)CC(=O)NCCCN2CCOCC2)cc1Cl,-4,-2.1,1.2,-3,-2,-1.3,2.9,12,1,-6
N/C(=N\OC(=O)C1CCCCC1)c1ccccn1,4,-1.4,2.1,0,.,-2.2,0.8,-1,1,-11
Cc1nnc(Oc2ccc([N+](=O)[O-])cc2)c2ccccc12,10,-2.3,0.6,-7,3,.,.,-10,-2,-13
COc1cc2nc(NCC3CCCO3)n3nc(-c4cccnc4)nc3c2cc1OC (stereo unspecified),.,-2.2,0.9,8,.,-3.9,-2.4,0,-2,-13
COc1ccccc1NC(=O)CN(C)S(=O)(=O)c1ccc(F)cc1,20,-0.6,2.0,-6,-3,-2.6,2.8,2,0,-17
Cc1ccc(C(=O)NC(=S)N2CCCCCC2)cc1,-11,-0.1,-2.8,-8,24,-0.2,-2.7,-9,0,-18
CCOC(=O)c1cc2c(nc1NC(=S)Nc1ccccc1)CC(C)(C)OC2,-31,-2.5,2.1,-5,0,1.6,4.2,7,2,-3
CC1=NC(Nc2nc(C)c3ccccc3n2)=NC(C)(C)C1,.,-4.8,2.2,12,-2,0.2,4.5,0,2,-14
CCN(CC)S(=O)(=O)c1ccc(NCC2COc3ccccc3O2)c([N+](=O)[O-])c1 (stereo unspecified),-11,0.1,0.8,2,-3,0.9,1.0,3,-3,-3
COc1ccc(/C=C(\C#N)C(=O)OCC(=O)NC2CC2)cc1,1,-2.5,3.0,10,2,2.0,-0.6,-4,3,11
CN1CCN(Cc2nc3cc(NC(=O)COc4ccc([N+](=O)[O-])cc4)ccc3n2C)CC1,0,-1.3,-0.4,-11,-1,-2.9,1.4,3,1,-6
O=C(Nc1cccc2ccccc12)N(CCO)C1CCS(=O)(=O)C1 (stereo unspecified),0,-0.7,-0.4,8,4,-1.6,1.5,-1,0,2
CCCNC(=S)NC1CC2CCCC(C1)N2Cc1ccc(F)cc1 (stereo unspecified),5,0.3,0.3,9,0,-1.6,2.3,-6,3,-13

# The list continues.
SMILES,PfHsp90 yeast 2,CAL PDZ inh,phage Ecoli inh,Rtt109 Vps75,Wnt bcat act,E coli growth,AddAB inh,Tat transport,DAGLB inhibitor,PvdQ inh
CCOc1ccc(CCNC(=O)C(C)n2nc(C)n3c(cc4occc43)c2=O)cc1OCC (stereo unspecified),-2,-1.2,2.5,-5,.,1.7,2.2,3,-2,10
Cc1ccn2cc(-c3ccc(Br)cc3)nc2c1,7,-4.1,1.0,26,13,2.3,0.3,-4,0,7
O=c1c(Cl)c(O)c2cccc3c4ccccc4n1c23,1,0.0,2.6,-21,-3,-0.3,-0.2,-9,7,-9
COc1ccc([C@H]2CC(=O)C=C(c3ccccc3OC)C2)cc1OC,11,-2.2,2.4,-3,-2,-0.5,0.8,-3,1,11
CC(C)c1onc(C(=O)Nc2cccc(Cl)c2)c1[N+](=O)[O-],-7,-1.7,5.5,1,28,-1.3,5.9,10,-8,-17
O=C(O)c1ccc(OCCn2ccnc2)cc1,8,-0.4,3.2,-5,-4,0.3,-0.2,-1,1,-10
CCN(CC)CCN1C(=O)C(=O)/C(=C(/O)c2ccc(S(=O)(=O)N3CCOCC3)cc2)C1c1ccc(C)cc1 (stereo unspecified),3,-0.4,-1.8,-6,-1,-3.8,0.6,0,0,-3
O=C(CSc1n[nH]c(=O)n1Cc1ccco1)c1ccc2c(c1)OCCO2,4,-0.4,-0.1,0,15,2.4,1.8,-2,0,?
CCNC(=O)CCSc1nc(C)cc(C)n1,.,-2.5,3.5,-1,1,-2.1,-0.5,-5,0,-4
O=C(Nc1nnc(SCc2ccc(F)cc2)s1)C1Cc2ccccc2CN1C(=O)c1ccco1 (stereo unspecified),-14,-3.4,2.2,7,-1,-1.5,-2.2,17,10,4
COc1ccc(NC(=O)CN2C(=O)C(c3ccccc3)=NC23CCCCCC3)cc1OC,2,-0.2,2.2,6,-3,0.6,1.8,1,-1,-18
Nn1c(SCC(=O)N2CCCCCC2)nnc1-c1ccncc1,-1,0.4,1.0,-1,-3,-1.4,-1.9,2,-1,-14
CCCCC(=O)Nc1ccc(C(=O)NCCc2ccc(S(N)(=O)=O)cc2)cc1,-6,-2.4,4.7,-5,.,-3.9,-1.7,-7,3,-9
Cc1ccc(NC(=O)COC(=O)C2COc3ccccc3O2)cc1 (stereo unspecified),7,-2.2,0.5,-9,-2,-0.3,-1.1,-7,-2,-22
CCC(C)c1ccc(OCCn2cc(/C=N/NC(=O)CSc3nnc(C)s3)c3ccccc32)cc1 (stereo unspecified),-29,-0.2,2.2,-1,-7,-0.6,2.0,-2,1,-7
Cc1nn(C)c(C(=O)N/N=C/c2cccnc2)c1Br,1,-1.8,1.0,1,2,0.8,0.6,15,-1,-17
CCN1C(=O)/C(=C/c2nc3ccccc3c(=O)n2-c2ccc(C)cc2)c2ccccc21,-11,-0.8,3.4,7,-1,2.1,4.5,-6,1,6
